G6PDH CS – counter-screen for G6PDH assay hits: L. mesenteroides G6PDH inhibition | Purified L. mesenteroides G6PDH, diaphorase/resazurin coupled fluorescence, 45 min | AID 1020 | inhibition, % at 5 µM | 0.12% of 200,000 active; in the data active = inhibition above about 50%
TLR4-MyD88 BLA – blocks binding of human TLR4 to MyD88 | O00206+Q99836 | HeLa CL3-4 TLR4/MyD88 BLA complementation, FRET ratio | inhibition, % at 8.4 µM | 0.18% of 200,000 active; in the data active = inhibition above about 25%;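 also: 0% = vehicle and 100% = reference inhibitor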
Target sequence (O00206 whole entry, looked up): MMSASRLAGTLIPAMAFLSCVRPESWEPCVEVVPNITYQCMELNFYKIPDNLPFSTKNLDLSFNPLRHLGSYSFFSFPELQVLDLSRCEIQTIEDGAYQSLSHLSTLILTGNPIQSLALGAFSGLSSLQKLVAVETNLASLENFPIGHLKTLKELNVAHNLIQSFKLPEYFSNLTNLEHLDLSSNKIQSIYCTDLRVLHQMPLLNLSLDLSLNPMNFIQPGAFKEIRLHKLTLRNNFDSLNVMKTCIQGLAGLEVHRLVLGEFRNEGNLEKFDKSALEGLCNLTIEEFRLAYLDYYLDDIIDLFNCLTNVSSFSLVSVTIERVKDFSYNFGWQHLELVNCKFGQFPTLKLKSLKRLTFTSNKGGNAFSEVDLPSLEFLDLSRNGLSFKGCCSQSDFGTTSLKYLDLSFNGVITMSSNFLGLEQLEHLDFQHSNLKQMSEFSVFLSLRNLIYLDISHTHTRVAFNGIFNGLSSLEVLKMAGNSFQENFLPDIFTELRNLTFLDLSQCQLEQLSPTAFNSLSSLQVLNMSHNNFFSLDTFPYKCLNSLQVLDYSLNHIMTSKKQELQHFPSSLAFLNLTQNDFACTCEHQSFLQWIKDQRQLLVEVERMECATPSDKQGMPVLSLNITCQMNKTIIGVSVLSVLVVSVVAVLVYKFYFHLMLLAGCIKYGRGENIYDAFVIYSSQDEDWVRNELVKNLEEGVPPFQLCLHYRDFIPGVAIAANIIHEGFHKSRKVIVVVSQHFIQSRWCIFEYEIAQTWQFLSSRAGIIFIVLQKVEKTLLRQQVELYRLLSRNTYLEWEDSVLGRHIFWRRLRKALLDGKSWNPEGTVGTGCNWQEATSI
Target sequence (Q99836 whole entry, looked up): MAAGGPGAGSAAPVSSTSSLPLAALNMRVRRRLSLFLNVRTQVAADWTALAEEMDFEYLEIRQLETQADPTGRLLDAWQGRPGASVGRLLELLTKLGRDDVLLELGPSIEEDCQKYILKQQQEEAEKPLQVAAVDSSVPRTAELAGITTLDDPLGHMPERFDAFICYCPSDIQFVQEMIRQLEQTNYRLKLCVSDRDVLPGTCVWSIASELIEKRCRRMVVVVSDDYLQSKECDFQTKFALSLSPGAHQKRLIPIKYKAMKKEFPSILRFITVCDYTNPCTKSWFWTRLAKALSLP
STAT1 blocker – reduces IFN-gamma driven STAT1 reporter signal; NIH 3T3 STAT1-luciferase reporter, luminescence; inhibition, % at 5.5 µM; 0.35% of 200,000 active;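 active = inhibition above a set limit, the mean inhibition across all tested compounds plus 3 SD, cut at about 34% in these data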;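 also: 0% = IFN-gamma with DMSO and 100% = IFN-gamma with 300 µM nifuroxazide; values of inactives mirror those of a sister screen read the other way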
Hsp70 activator – Hsp70 transcriptional activation, primary screen. HeLa Hsp70 promoter luciferase reporter, luminescence; scaled: vehicle 0, proteasome-inhibitor control 100%. activation, % at 10 µM. 0.04% of 200,000 active. AID 1203;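 active = activation above the mean across all tested compounds plus 3 SD, cutoff set per campaign, cut at about 5.5% in these data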;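 also: 100% = MG132 at 30 µM as the positive control and 0% = DMSO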
Diaph act CS – activates diaphorase or chemically reduces, flagging diaphorase assay artifacts; Diaphorase/resazurin coupled assay, resorufin fluorescence, 16 min; stronger effect = higher value; 1 = vehicle wells, 0 = NADH-free wells; 0.005% of 190,000 active; activation factor at 20 µM; AID 1229;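 active = diaphorase activity raised at least twofold by the compound at 20 µM; inactive = activation factor below 2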
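test system = bacterial diaphorase enzyme (C. kluyveri) | quantity = enzyme 0.07 U/mL final | reagent = NADH substrate 0.114 mM plus resazurin dye 0.1 mM, final | incubation = 16 min enzyme reaction, ambient temperature | buffer or medium = HEPES pH 7.4 buffer with MgCl2 and Tween 20 | signal = fluorescence of resorufin, 544 nm excitation, 590 nm emission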
STAT3 activator – increases IL-6 driven STAT3 reporter signal. U3A cells, IL-6 STAT3-luciferase reporter, luminescence; 100% = signal with IL-6 EC80 alone. activation (% of control), % at 5.6 µM. 0.91% of 190,000 active;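 active = activation above the screen-wide mean of compound activation plus 3 SD, cut at about 130% in these data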;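 also: 0% = background luminescence of wells with medium and substrate only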
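Material: STAT1-lacking human U3A cells, STAT3 luciferase reporter | Benchmarks: IL-6-only wells as 100% reference | Probe or stimulus: IL-6 (33 ng/mL) | Timing: Compound 1 h, then IL-6 6 h at 37 °C | Detection: Luminescence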
STAT1 activator – STAT1 signaling activation. 2.6% of 200,000 active. AID 932. activation (% of control), % at 5.5 µM. NIH 3T3 STAT1-luciferase reporter, IFN-gamma, luminescence; 100% = IFN-gamma alone, no compound;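 active = activation above the screen-wide mean activation plus 3 SD, cut at about 130% in these data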;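 also: raw ratio to IFN-gamma control signal so 100% means no change and 0% no light; values of inactives mirror those of a sister screen read the other way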
Diaph inh CS – counter-screen for diaphorase-based assays: diaphorase inhibitors and chemical oxidizers; diaphorase resazurin-to-resorufin fluorescence, NADH, 16 min; bacterial (C. kluyveri) enzyme, not human; inhibition, % at 20 µM; 0.69% of 190,000 active; AID 1217;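 active = primary screen inhibition at 20 µM above a set limit, cut at about 50% in these data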;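 also: plate controls were DMSO with full reaction for no effect and wells lacking NADH for full effect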
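Test system: Clostridium kluyveri diaphorase enzyme / Quantity: diaphorase at 0.14 U/mL in enzyme working solution / Incubation: 16-min room-temperature incubation before reading / Benchmarks: NADH-free wells as positive control, DMSO-only neutral wells / Signal: resorufin fluorescence 544/590 nm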
STAT3 inh – inhibitors of IL-6 induced STAT3 signaling | 0.89% of 190,000 active | inhibition, % at 5.5 µM | U3A cells, IL-6 STAT3-luciferase reporter, luminescence; host cell line lacks STAT1;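 active = inhibition above the mean inhibition across all screened compounds plus 3 SD, cut at about 44% in these data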;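 also: 0% = DMSO only wells and 100% = 100 µM nifuroxazide control wells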
APP transl inh – APP translation inhibition; SH-SY5Y APP 5'UTR-luciferase reporter, luminescence; inhibition, % at 2 µM; 0.82% of 190,000 active; AID 1285;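 active = inhibition above a set limit, derived from the sample mean plus 3 SD, cut at about 45% in these data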; also: values of inactives mirror those of a sister screen read the other way
* marks the source's active call; other numbers are inactive results.

SMILES	G6PDH CS	TLR4-MyD88 BLA	STAT1 blocker	Hsp70 activator	Diaph act CS	STAT3 activator	STAT1 activator	Diaph inh CS	STAT3 inh	APP transl inh
Cc1ccc(Cn2ccnc2C(=O)Nc2ccccc2)cc1	8	-5	-48	-0.3	0.9	109	142*	9	-4	-85
COc1ccc(-c2[nH]ncc2CN2CCCC(C(=O)c3ccc(OC)cc3OC)C2)cc1 (configuration not stated)	12	-10	3	0.2	1.2	107	95	-15	-2	-4
CSC1=N/C(=C\c2ccc(C)cc2)C(=O)S1	4	1	2	-0.1	0.8	93	98	15	12	4
CC1(C)Cc2c(C#N)c(N)sc(=S)c2CO1	13	7	-6	-0.2	0.7	102	107	30	2	16
CC(=O)N/N=C/c1cc([N+](=O)[O-])ccc1OCCOc1ccccc1	5	-6	1	-0.1	0.9	107	99	10	0	-7
COc1ccc(O)c(C=NCC(C)N=Cc2cc(OC)ccc2O)c1 (configuration not stated)	33	-2	3	0.3	0.8	96	98	22	12	-11
CCn1c(=O)c(C(=O)NCc2ccccn2)c(O)c2ccccc21	7	2	-9	-0.1	0.9	96	108	9	12	-15
CC(NC(=O)/C(C#N)=C/c1ccc(Cl)c([N+](=O)[O-])c1)c1ccccc1 (configuration not stated)	20	12	-2	-0.5	0.9	100	102	8	-5	-4
CCC(=O)Nc1nc2c(OC)ccc(C)c2s1	4	2	-4	1.0	1	108	101	-2	-10	-31
O=C(Nc1ccc2c(c1)CCC2)c1ccc(Cl)nc1	0	-8	-71	0.3	0.9	137*	163*	6	-28	-96
Cc1ccc(S(=O)(=O)NC(C)C(c2cccs2)N2CCN(c3ccccc3)CC2)cc1 (configuration not stated)	-26	2	8	-0.2	0.8	103	93	19	6	-4
CCOc1ccc(NC(=O)C(C)O)c(NS(=O)(=O)c2ccc(CCNC(C)=O)cc2)c1 (configuration not stated)	20	-5	-3	-0.1	0.9	95	103	8	10	13
O=C(O)CCCC(=O)OCCCCc1cccs1	-9	-4	-3	-0.1	0.9	101	103	9	5	-12
CCN(CCO)c1ccc(-n2c(N)c(C(=O)OC)c3nc4ccccc4nc32)cc1	12	-10	0	-0.1	0.7	89	100	28	20	9
Cc1cccc(OCC(=O)N2CCC(N3CCOCC3)CC2)c1	14	-2	-2	-0.5	0.9	100	102	12	8	11
COCCCNCCOCCOc1ccc(C)cc1Br	1	-3	-3	-0.3	1	99	103	-4	4	-2
Cc1ccc(/C=C/C(=O)Nc2ccncc2)o1	10	-8	-3	-0.3	0.9	100	102	15	3	-20
CC1C(C#N)=C(N)OC2=C1C(=O)CC(c1ccccc1)C2 (configuration not stated)	7	-10	-1	-0.3	0.9	82	99	11	25	6
COC(=O)c1ccccc1NC(=O)CNC(=O)c1ccc(OC)cc1	10	-7	1	-0.4	1	80	99	0	25	2
Cc1c(Cc2ccccc2)c(=O)oc2c(O)c(O)ccc12	40	18	4	-0.1	0.3	101	95	73*	6	-4

Reformatted with two lines to a compound: part of the list above
Under each structure: G6PDH CS | TLR4-MyD88 BLA | STAT1 blocker | Hsp70 activator | Diaph act CS | STAT3 activator | STAT1 activator | Diaph inh CS | STAT3 inh | APP transl inh
> COc1ccc(O)c(C=NCC(C)N=Cc2cc(OC)ccc2O)c1 (configuration not stated)
 : 33 | -2 | 3 | 0.3 | 0.8 | 96 | 98 | 22 | 12 | -11
> CCn1c(=O)c(C(=O)NCc2ccccn2)c(O)c2ccccc21
 : 7 | 2 | -9 | -0.1 | 0.9 | 96 | 108 | 9 | 12 | -15
> CC(NC(=O)/C(C#N)=C/c1ccc(Cl)c([N+](=O)[O-])c1)c1ccccc1 (configuration not stated)
 : 20 | 12 | -2 | -0.5 | 0.9 | 100 | 102 | 8 | -5 | -4
> CCC(=O)Nc1nc2c(OC)ccc(C)c2s1
 : 4 | 2 | -4 | 1.0 | 1 | 108 | 101 | -2 | -10 | -31
> O=C(Nc1ccc2c(c1)CCC2)c1ccc(Cl)nc1
 : 0 | -8 | -71 | 0.3 | 0.9 | 137* | 163* | 6 | -28 | -96
> Cc1ccc(S(=O)(=O)NC(C)C(c2cccs2)N2CCN(c3ccccc3)CC2)cc1 (configuration not stated)
 : -26 | 2 | 8 | -0.2 | 0.8 | 103 | 93 | 19 | 6 | -4
> CCOc1ccc(NC(=O)C(C)O)c(NS(=O)(=O)c2ccc(CCNC(C)=O)cc2)c1 (configuration not stated)
 : 20 | -5 | -3 | -0.1 | 0.9 | 95 | 103 | 8 | 10 | 13
> O=C(O)CCCC(=O)OCCCCc1cccs1
 : -9 | -4 | -3 | -0.1 | 0.9 | 101 | 103 | 9 | 5 | -12
> CCN(CCO)c1ccc(-n2c(N)c(C(=O)OC)c3nc4ccccc4nc32)cc1
 : 12 | -10 | 0 | -0.1 | 0.7 | 89 | 100 | 28 | 20 | 9
> Cc1cccc(OCC(=O)N2CCC(N3CCOCC3)CC2)c1
 : 14 | -2 | -2 | -0.5 | 0.9 | 100 | 102 | 12 | 8 | 11
> COCCCNCCOCCOc1ccc(C)cc1Br
 : 1 | -3 | -3 | -0.3 | 1 | 99 | 103 | -4 | 4 | -2
> Cc1ccc(/C=C/C(=O)Nc2ccncc2)o1
 : 10 | -8 | -3 | -0.3 | 0.9 | 100 | 102 | 15 | 3 | -20
> CC1C(C#N)=C(N)OC2=C1C(=O)CC(c1ccccc1)C2 (configuration not stated)
 : 7 | -10 | -1 | -0.3 | 0.9 | 82 | 99 | 11 | 25 | 6
> COC(=O)c1ccccc1NC(=O)CNC(=O)c1ccc(OC)cc1
 : 10 | -7 | 1 | -0.4 | 1 | 80 | 99 | 0 | 25 | 2
> Cc1c(Cc2ccccc2)c(=O)oc2c(O)c(O)ccc12
 : 40 | 18 | 4 | -0.1 | 0.3 | 101 | 95 | 73* | 6 | -4

New compounds follow:
SMILES	G6PDH CS	TLR4-MyD88 BLA	STAT1 blocker	Hsp70 activator	Diaph act CS	STAT3 activator	STAT1 activator	Diaph inh CS	STAT3 inh	APP transl inh
CS(=O)(=O)N1CCN(c2ccccc2F)CC1	1	-10	-7	0.2	1.1	97	106	-8	8	-20
Cc1ccc(SC(C)C(=O)Nc2ccccc2-c2ccccc2)cc1 (configuration not stated)	3	-10	3	-0.4	0.9	103	97	8	0	-7
CCOc1cc(-c2nc3ccccn3c2NCC2CCCO2)ccc1O (configuration not stated)	-11	-9	-5	-0.4	0.7	95	105	26	10	1
COC(=O)NC1CCS(=O)(=O)C1 (configuration not stated)	1	-3	-4	-0.2	1	100	104	4	4	17
COc1ccc(CCNC(=O)COC(=O)c2ccc[nH]c2=O)cc1	10	-10	-1	-0.4	0.9	97	101	13	2	23
